# Compound activity deposited in PubChem by NCI.
# NCI-60 one-dose screen, 48 h, at 10 µM unless noted. Numbers give growth in % (100 = growth as untreated, 0 = no growth, -100 = all killed).
# HS 578T – HS 578T breast cancer; 78,000 tested, 4.1% active
# T-47D – T-47D breast cancer; 79,000 tested, 5% active; AID 1794792
# MALME-3M – MALME-3M melanoma. 78,000 tested, 5.8% active. AID 1794766
# SK-MEL-2 – SK-MEL-2 melanoma | 77,000 tested, 4.7% active | AID 1794763
# SK-MEL-5 – SK-MEL-5 melanoma. AID 1794755. 80,000 tested, 6.4% active
# UACC-257 – UACC-257 melanoma. AID 1794764. 78,000 tested, 4.4% active
# SK-MEL-28 – SK-MEL-28 melanoma | 81,000 tested, 4.1% active
# LOX IMVI – LOX IMVI melanoma. 79,000 tested, 7.4% active. AID 1794757
# * hit, by the source's call; . = not tested or not shown; [ ] = dose if it differs, or a comment. How the source made its calls: active means growth percent below 10; inactive means the rest. Outcome played no part in choosing rows; overall some 11% were active at least once.
SMILES,HS 578T,T-47D,MALME-3M,SK-MEL-2,SK-MEL-5,UACC-257,SK-MEL-28,LOX IMVI
O=C(O)CC(NC(=O)c1ccccc1)C(=O)O (stereo not given),110,99,98,104,101,104,103,94
O=C(/C=C/Nc1ccc(F)cc1)c1ccc2c(c1)Nc1ccccc1S2,47,88,84,86,86,97,96,.
Cc1[nH]n(-c2ccccc2)c(=O)c1N=Nc1cccc2c1C(=O)c1ccccc1C2=O,72,92,96,113,103,107,117,.
CCN(CC)CCn1c2ccc(O)cc2c2sc3cc(OC)ccc3c(=O)c21,64,59,28,56,77,80,2.3*,-86*
COc1cccc(-c2nc(-c3ccc(NC(=O)Oc4ccccc4)cc3)[nH]c2-c2ccnc(Br)c2)c1,80,84,101,108,95,105,99,83
CC(C)(C)c1cc(-n2c(-c3ccc(Cl)cc3)nc3cc(C(=O)Nc4ccc(Cl)cc4)ccc32)n[nH]1,56,25,75,76,45,81,80,.
COc1cc2nc(Cl)nc(Nc3cccc(C(=O)/C=C/c4ccc(Cl)cc4)c3)c2cc1OC,101,71,88,96,84,94,74,.
Oc1ccc(CSc2nnc(-c3ccc(Cl)cc3)n2-c2ccccc2)c2cccnc12,26,49,30,35,5.7*,29,42,30
COC(=O)Nc1csc2c1NC(=O)CCCC2,146,93,.,100,99,99,114,97
CC(=O)OCC1OC(OC(C)=O)C(NC(=O)NS(=O)(=O)c2ccc(Br)cc2)C(OC(C)=O)C1OC(C)=O (stereo not given),104,109,101,103,105,106,106,98
COC(=O)/C=C1/SC(=Nc2ccc(C)cc2)N(CCc2c[nH]c3ccc(O)cc23)C1=O,55,35,77,35,51,50,48,-18*
CCSc1nc(N)cc(=O)[nH]1,117,117,104,104,112,107,108,.
O=C1c2ccccc2C(=O)C1[N+](=O)[O-],116,102,107,97,102,96,108,97
FC(F)(F)c1nnc2n1N=C(c1ccccc1)C2,98,91,93,102,94,.,113,95
O=C(O)CCc1ccccc1Cl,103,124,120,118,102,109,105,102
CCCCC[C@H]1C/C=C2/C(=O)C(Cl)=C[C@@H]2C/C=C\CCCC(=O)O[C@@H](CCCCC)C/C=C2/C(=O)C(Cl)=C[C@@H]2C/C=C\CCCC(=O)O1,32,-20*,-14*,-46*,-94*,-63*,-48*,-75*
CCOC(=O)n1cc(-c2nonc2-c2cn(C(=O)OCC)c3ccc(Br)cc23)c2cc(F)ccc21,70,76,80,99,98,95,112,82
COc1ccc(C/C(C)=C(/c2ccc(OCCN3CCCCC3)cc2)c2ccc(OC(=O)NCc3ccccc3)cc2)cc1,-58*,-82*,-87*,-86*,-100*,-83*,-86*,-93*
OCCN1CCCCCC1,100,101,90,104,113,100,106,104
COCCn1c(=S)sc2c(NCc3ccc(Cl)cc3)nc(-c3ccc(Cl)cc3)nc21,97,89,103,114,91,121,114,96
O=C(/C=C/c1c(-c2ccc(F)cc2)nc2sccn12)c1ccc[nH]1,114,72,119,110,83,104,117,98
CC1=N/C(=C\c2ccccc2Cl)C(=O)N1CCc1ccc(S(N)(=O)=O)cc1,93,120,99,104,101,98,109,96
CCOC(=O)Cc1csc(NC(=O)NCn2c(=O)[nH]c3ccccc3c2=O)n1,105,97,96,105,102,98,108,104
NC(=O)c1nccc2ccccc12,111,110,103,99,110,107,95,99
COC(=O)c1cc(N)nn1C,104,100,148,101,97,85,105,109
COc1ccc(Cn2c(C(N)=O)cc3c2-c2nc(Nc4ccccc4)ncc2CCC3)cc1,81,84,.,105,93,97,99,83
CN1CCN(c2c3c(c(C#N)c4nc5ccccc5n24)CCC3)CC1,108,96,120,106,97,129,118,95
COP(=O)(OC)C(C)(C)CC(=O)CC(C#N)(C#N)C(C#N)C#N,104,106,97,118,101,103,104,100
Cc1csc(Nc2nc(-c3ccccn3)nc(C(Cl)(Cl)Cl)n2)n1,115,79,74,96,86,79,88,49
COC(=O)C1CC(c2ccccc2)N(c2ccccc2)O1 (stereo not given),78,93,96,115,100,92,113,102
O=P(O)(O)OC1C(OP(=O)(O)O)C(OP(=O)(O)O)C(OP(=O)(O)O)C(OP(=O)(O)O)C1OP(=O)(O)O.[Cu+2] (stereo not given),92,101,93,93,-56*,80,116,70
ClC(Cl)c1nc(-c2ccccc2)n2nc(-c3ccccc3)cc2n1,-27*,29,56,72,84,34,25,72
N#CC(C#N)=CNc1ccccc1C(=O)NCCCn1ccnc1,104,90,110,112,98,113,130,.
N#Cc1c2c([nH]c(=O)c1C(N)=O)CCCC2,103,97,106,91,107,95,111,108
COc1cc2nc(-c3ccc(Cl)cc3)cc(OCCCN3CCOCC3)c2cc1OC,76,28,65,73,-53*,1.4*,60,-56*
O=C(N1CCCCC1)N1CCCCC1,105,96,76,100,98,95,110,94
Nc1ccccc1C(=O)Nc1ccc(Cl)cc1Cl,87,88,.,112,107,86,100,88
Cc1nc2ccccc2nc1SCc1n[nH]c(=S)o1,102,129,84,98,98,97,99,94
Cc1ccc2nc(-c3c(CCCO)noc3N)[nH]c(=O)c2c1,104,107,97,105,100,.,112,100
O=S(=O)(c1ccccc1)N1CCCc2ccccc21,93,97,94,103,102,96,105,96
Cc1ccc(C2NCc3c(nc4c(c(C)nn4-c4ccccc4)c3-c3ccc(Cl)cc3)N2)cc1 (stereo not given),103,90,102,106,100,57,111,95
COc1cc(C2N=C(NN)NC(C)=C2C(C)=O)ccc1O (stereo not given),110,100,99,112,100,107,103,98
CC(C)(Sc1cc(C(C)(C)C)c(OC(=O)CCC(=O)O)c(C(C)(C)C)c1)Sc1cc(C(C)(C)C)c(OC(=O)CCC(=O)O)c(C(C)(C)C)c1,82,73,91,95,55,91,55,56
OC(c1ccccc1)C(NC(Cc1ccccc1)c1ccccc1)c1ccccc1 (stereo not given),92,74,92,93,95,92,98,89
Cc1ccc2nc(COc3ccc(NC(=S)NC4CCCCC4)cc3)[nH]c2c1,95,80,89,146,84,140,100,.
Cc1nc2sc(C(=O)Nc3cccc4ccncc34)c(N)c2cc1C(C)O (stereo not given),92,51,93,91,17,70,89,87
Cc1cc(C)c(-c2cc(O)c(-c3c(C)cc(O)c(C)c3C)cc2O)c(C)c1C,77,.,89,86,98,52,76,82
N=c1c2c(N)[nH]nc2nc2n1-c1ccccc1Sc1ccccc1-2,106,96,98,128,101,72,127,92
NC(=O)c1[nH]c2cccnc2c1Sc1cccc(Cl)c1,109,87,103,125,100,103,106,99
NS(=O)(=O)c1ccccc1NCCC(=O)c1ccccc1,102,100,102,105,102,101,105,99
CC(=O)OCCc1ccccc1C#N,108,100,140,104,104,100,107,96
CNc1ccccc1,108,103,86,96,98,104,108,95
O=C1CCCN1c1ccc(S(=O)(=O)N2CCN(Cc3ccccc3)CC2)cc1,93,78,98,119,.,82,97,91
O=C(O)CSCC(=O)Nc1ccccc1Cl,86,.,99,116,102,113,110,108
O=C(c1ccc2c(c1)C(=O)NC2=O)c1ccc2c(c1)C(=O)NC2=O,108,110,107,133,100,.,106,102
COc1ccc(OC)c(/C=C2\Cc3c(Br)cccc3C2=O)c1,99,93,97,.,81,114,94,100
Nc1cc(-c2ccc(Cl)cc2)nn1-c1nc(-c2ccc(Cl)cc2)cs1,102,89,96,94,98,94,102,99
Nc1nc(N)c(C=Nc2ccc(Br)cc2)c(Nc2ccc(Br)cc2)n1,81,77,119,108,108,83,106,81
Clc1ccc(SCN(c2ccccc2)c2ccccc2)cc1,103,78,101,101,111,95,105,91
CCOC(=O)c1cn(CC(=O)c2ccccc2)c2nc(NCc3ccc(OC)c(OC)c3)nn2c1=O,107,67,93,83,91,.,97,87

# Eleven neighbouring compounds from above:
SMILES,HS 578T,T-47D,MALME-3M,SK-MEL-2,SK-MEL-5,UACC-257,SK-MEL-28,LOX IMVI
NS(=O)(=O)c1ccccc1NCCC(=O)c1ccccc1,102,100,102,105,102,101,105,99
CC(=O)OCCc1ccccc1C#N,108,100,140,104,104,100,107,96
CNc1ccccc1,108,103,86,96,98,104,108,95
O=C1CCCN1c1ccc(S(=O)(=O)N2CCN(Cc3ccccc3)CC2)cc1,93,78,98,119,.,82,97,91
O=C(O)CSCC(=O)Nc1ccccc1Cl,86,.,99,116,102,113,110,108
O=C(c1ccc2c(c1)C(=O)NC2=O)c1ccc2c(c1)C(=O)NC2=O,108,110,107,133,100,.,106,102
COc1ccc(OC)c(/C=C2\Cc3c(Br)cccc3C2=O)c1,99,93,97,.,81,114,94,100
Nc1cc(-c2ccc(Cl)cc2)nn1-c1nc(-c2ccc(Cl)cc2)cs1,102,89,96,94,98,94,102,99
Nc1nc(N)c(C=Nc2ccc(Br)cc2)c(Nc2ccc(Br)cc2)n1,81,77,119,108,108,83,106,81
Clc1ccc(SCN(c2ccccc2)c2ccccc2)cc1,103,78,101,101,111,95,105,91
CCOC(=O)c1cn(CC(=O)c2ccccc2)c2nc(NCc3ccc(OC)c(OC)c3)nn2c1=O,107,67,93,83,91,.,97,87

# (list continues)
SMILES,HS 578T,T-47D,MALME-3M,SK-MEL-2,SK-MEL-5,UACC-257,SK-MEL-28,LOX IMVI
COc1cc(/C(=C2/O[C@@H]([C@H]3COC(C)(C)O3)[C@H]3OC(C)(C)O[C@@H]23)c2cccc(N)c2)cc(OC)c1OC,.,107,105,118,106,104,.,104
C#Cc1cc(C(=O)Nc2cc(-n3cnc(C)c3)cc(C(F)(F)F)c2)ccc1C,108,87,106,97,107,115,107,100
Cn1cc(/C=C(\C#N)C(=O)Nc2ncc(Cc3cccc(Cl)c3Cl)s2)c2ccccc21,86,86,92,96,97,107,88,90
COc1ccc2c(c1)/C(=C1/S/C(=N/c3nnc(-c4ccc(O)cc4)s3)NC1=O)C(=O)N2Cc1ccc(Cl)cc1,100,86,106,102,99,98,111,94
COc1ccc(C(=O)C[n+]2cccc3c4ccccc4ccc32)cc1,59,38,34,56,-31*,15,67,46
Cc1ccc(/C(N)=N/c2sc(-c3ccccc3)nc2-c2ccccc2)cc1,95,58,89,91,89,94,82,.
Cc1ccc(/C=C/c2ccc([N+](=O)[O-])cc2)cc1,110,82,99,.,96,90,97,94
COc1ccc(NC(=O)c2sc3c(=O)[nH]c(C(F)(F)F)nc3c2C)cc1,104,90,102,92,106,105,109,101
CCCN(CCC)CC(=O)Nc1cccc(Cl)c1C,114,87,103,95,101,113,109,93
Cc1c(C(=O)NC(Cc2ccccc2)C(O)C(=O)NCc2ccc(F)cc2)[nH]c2ccccc2c1=O (stereo not given),99,102,111,108,103,103,107,101
Fc1ccc(C(F)(F)F)cc1,105,106,116,103,104,105,112,113
CCOC(=O)c1cc(C(=O)c2ccc(Br)cc2)n2nc(C)ccc12,89,88,116,81,90,96,113,89
CCS(=O)(=O)OCCCl,104,102,113,84,103,72,120,98
C=C(C(N)=O)c1cc(Cl)ccc1Cl,114,96,84,102,95,.,102,92
O=C1c2ccccc2C2N1CCC1CCc3ccccc3N12 (stereo not given),100,107,89,100,98,102,109,100
FC(F)(F)c1cccc(-n2nnc3cnc(Nc4ccc(N5CCCCC5)cc4)nc32)c1,76,.,42,97,87,63,-0.7*,90
COc1ccc2c(c1)CCCC2=O,116,99,110,101,110,121,116,103
Nc1ncnc2c1C(c1ccc(F)cc1)c1sc3c(Br)cccc3c1O2 (stereo not given),85,69,103,103,98,.,110,88
CCn1c2ccc(Br)cc2c2c3c(c4c5ccccc5ccc4c21)C(=O)N(O)C3=O,112,88,108,108,102,120,106,94
O=C(Nc1cccc(Br)c1)c1cc(=O)[nH]c2ccccc12,105,92,101,57,96,.,107,89
COCCOc1ccc(-c2nc3ccc(-c4nc5ccc(N6CCN(C)CC6)cc5[nH]4)cc3[nH]2)cc1,-3.7*,2.3*,-39*,-76*,11,8.3*,-39*,-72*
O=C(Nc1ccc(C(F)(F)F)cc1)Nc1nccnc1OCc1ccc(F)cc1,105,.,110,105,96,109,106,94
N[C@@H](Cc1ccccc1)[C@@H](O)C(=O)NCc1ccc(F)cc1,104,113,107,117,102,107,108,105
Cc1ccc2c(c1)C(c1c[nH]c3ccccc13)(c1c[nH]c3ccccc13)CCO2,70,20,102,71,75,76,81,67
C/C=C/Cc1ccc(O)cc1,138,95,105,.,102,113,150,92
O=C(/C=C\c1cccc(Cl)c1)c1ccc(Cl)cc1,110,86,96,100,100,103,109,100
O=C1/C(=C/c2ccc(OCCOc3ccc(Cl)cc3)cc2)N=C2SCCCN12,108,83,122,103,.,105,.,97
O=C(NCc1ccc2c(c1)OCO2)NCC1CCCC(CNC(=O)NCc2ccc3c(c2)OCO3)C1 (stereo not given),97,87,108,109,102,104,114,98
COc1ccc(CN2CCc3c(nc(N)[nH]c3=O)C2)c(OC)c1,97[100 µM],90[100 µM],105[100 µM],112[100 µM],97[100 µM],90[100 µM],112[100 µM],100[100 µM]
COC(=O)c1ccc(Cn2cnc3c(Cl)ncnc32)cc1,114,102,.,108,105,97,118,44
CCOc1ccccc1NC(=O)CN1CCN(C(=O)c2ccco2)CC1,101,90,77,66,59,86,86,.
CN(C)C(=O)c1cc2cnc(Nc3ccc(-c4csc5c(=O)cc(N6CCOCC6)oc45)cc3)nc2n1C1CCCC1,-9.0*,-4.7*,-68*,-59*,-98*,-82*,-56*,-39*
COc1ccc(C(=O)c2sc3nc(C)cc(C)c3c2N)cc1OC,91,.,83,.,93,95,101,97
